Nrf2 block – Nrf2 qHTS screen for inhibitors. Potency, µM (top dose mostly 46 µM), without a hit: top-dose activity change, negative = inhibition, actives largely listed as inhibitors. A549 ARE-Fluc reporter, luciferase luminescence, 18-24 h. actives 2.1% (n = 360,000). AID 504444, 2011; also: % is scaled to controls: 0 for no effect and ±100 for the full control effect; nearly all actives have a fitted effect of over 60% in size
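Two sequential reads on A549 ARE_Fluc cells exposed to compound for 18-24 h: a CellTiter-Fluor fluorescence read for viability, then a luciferase luminescence read for Nrf2/ARE activity.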
TGFb inhibitor – qHTS for Inhibitors of TGF-b; Potency, µM (doses to about 46.1 µM), for inactives: at the highest dose activity, negative = inhibition, most hits filed as inhibitors; AID 588855, 2011; HepG2 CAGA-GFP TGF-b/SMAD3 reporter, GFP fluorescence, 18 h; TGF-beta stimulated, 500 pg/mL final; actives 1.2% (n = 410,000); also: % is scaled to controls: 0 for no effect and ±100 for the full control effect; nearly all actives have a fitted effect of over 65% in size
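Read-out: total well GFP (ex488/em500-530) summed from mean per-cell fluorescence. Cells: HEPG2 CAGA-GFP, 1% FBS DMEM, 18 h at 37 degrees C with 500 pg/mL final TGF-beta. Unstimulated wells served as the full-inhibition control; stimulated DMSO wells = 0%.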
S2 tox – Viability Counterscreen for Primary qHTS for Inhibitors of ATXN expression; actives 0.49% (n = 400,000); Potency, µM (doses to about 56.7 µM), actives largely listed as cytotoxic; S2 cells (HEK-293 line with an ATXN2-luciferase reporter) viability, CellTiter-Fluor protease fluorescence, 24 h; AID 651635, 2014; also: nearly all actives have a fitted effect of over 40% in size
ATXN2 expr inh – Primary qHTS for Inhibitors of ATXN expression. HEK-293 ATXN2-luciferase reporter, luminescence, 24 h. Potency, µM (series often up to 57 µM), for the others: top-dose activity change, negative = inhibition, actives largely listed as inhibitors. actives 0.72% (n = 360,000); also: % is scaled to controls: 0 for no effect and ±100 for the full control effect; nearly all actives have a fitted effect of over 55% in size
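ATXN2-luciferase reporter cells (luciferase flanked by upstream and downstream ATXN2 gene portions) were treated 24 h at 37 °C with compounds at up to 57 uM. SteadyGlo luminescence gave expression; GF-AFC fluorescence gave viability.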
Nrf2 activator – qHTS of Nrf2 Activators; Potency, µM (titrated, usually from 46.1 µM), for inactives: top-dose activation, actives largely listed as activators; actives 0.31% (n = 410,000); AREc32 ARE-luciferase reporter (MCF7-derived line), luminescence, 24 h; AID 624171, 2012; also: % of control where 0% means no effect; nearly all actives have a fitted effect of over 65% in size
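Cells of the AREc32 ARE-luciferase line are plated in OPTI-MEM containing 5% FBS and left overnight at 37 deg C. Compounds are pinned in, incubation continues 24 hr, and firefly luciferase signal is then measured.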
MCF10A rereplic – A quantitative high throughput screen for small molecules that induce DNA re-replication in MCF 10a normal breast cells; MCF 10A DNA re-replication, Hoechst nuclear intensity, 48 h; Potency, µM (doses to about 46.1 µM), inactives show at the top dose activity, positive = re-replication, actives largely listed as activators; actives 2.9% (n = 350,000); AID 624296, 2012; also: % of control where 0% means no effect; nearly all actives have a fitted effect of over 50% in size
A549 viability – Nrf2 qHTS screen for inhibitors: counterscreen for cytotoxicity. actives 0.16% (n = 390,000). A549 ARE-Fluc cells, CellTiter-Fluor viability, 18-24 h. Potency, µM (doses to about 46 µM), inactives show top-dose activity change, negative = cytotoxicity, hits mostly inhibitors; also: % is scaled to controls: 0 for no effect and ±100 for the full control effect
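Cytotoxicity counterscreen: CellTiter-Fluor fluorescence was measured in A549 ARE_Fluc cells after 18-24 h of compound exposure in a concentration series. The subsequent BugLite luminescent read reports ARE-luciferase activity.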
EPAC2 antagonist – qHTS for Antagonist of cAMP-regulated guanine nucleotide exchange factor 2 (EPAC2): primary screen; EPAC2 GEF exchange of Rap1B-BODIPY-GDP, fluorescence; Potency, µM (highest dose often 114 µM), for the others: top-dose activity, negative = inhibition, usual class: inhibitors; actives 0.18% (n = 360,000); also: % is scaled to controls: 0 for no effect and ±100 for the full control effect; nearly all actives have a fitted effect of over 45% in size; many of its hits are not listed in these tables
Target sequence (Q8WZA2 whole entry, looked up): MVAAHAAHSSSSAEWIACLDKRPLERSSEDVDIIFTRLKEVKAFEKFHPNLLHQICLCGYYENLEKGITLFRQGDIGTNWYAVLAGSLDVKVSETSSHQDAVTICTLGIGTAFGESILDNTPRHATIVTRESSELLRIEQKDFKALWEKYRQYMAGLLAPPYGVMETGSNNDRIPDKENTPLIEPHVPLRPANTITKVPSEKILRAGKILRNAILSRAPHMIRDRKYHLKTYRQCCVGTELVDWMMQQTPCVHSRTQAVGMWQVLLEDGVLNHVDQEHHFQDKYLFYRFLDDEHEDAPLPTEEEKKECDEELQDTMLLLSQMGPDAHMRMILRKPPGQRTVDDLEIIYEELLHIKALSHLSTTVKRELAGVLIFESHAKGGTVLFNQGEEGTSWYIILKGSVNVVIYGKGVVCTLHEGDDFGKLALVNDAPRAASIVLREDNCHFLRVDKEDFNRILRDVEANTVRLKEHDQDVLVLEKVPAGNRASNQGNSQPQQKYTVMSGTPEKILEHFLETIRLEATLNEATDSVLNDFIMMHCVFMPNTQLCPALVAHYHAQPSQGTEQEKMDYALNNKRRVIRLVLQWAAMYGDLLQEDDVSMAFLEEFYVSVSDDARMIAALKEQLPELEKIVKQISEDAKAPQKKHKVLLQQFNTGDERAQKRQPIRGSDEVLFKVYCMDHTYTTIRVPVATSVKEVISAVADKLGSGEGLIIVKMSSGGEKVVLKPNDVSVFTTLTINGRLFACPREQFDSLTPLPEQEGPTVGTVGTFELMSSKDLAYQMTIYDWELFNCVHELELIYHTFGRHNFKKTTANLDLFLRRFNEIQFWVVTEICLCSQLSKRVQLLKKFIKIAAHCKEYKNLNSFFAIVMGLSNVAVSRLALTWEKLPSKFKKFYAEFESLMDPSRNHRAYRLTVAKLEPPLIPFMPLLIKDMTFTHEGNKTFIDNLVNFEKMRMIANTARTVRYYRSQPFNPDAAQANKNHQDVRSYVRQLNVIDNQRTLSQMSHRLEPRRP
HepG2 tox – qHTS for Inhibitors of TGF-b: Cytotox Counterscreen; actives 0.76% (n = 410,000); AID 588856, 2011; HepG2 CAGA-GFP viability, ATP luminescence, 18 h; Potency, µM (series often up to 46.1 µM), for inactives: at the highest dose activity change, negative = cytotoxicity, most hits filed as cytotoxic; also: some results filed as inactive show a strong effect at the top dose
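HepG2 CAGA-GFP cells (1000/well, DMEM with 1% FBS) received compound, then TGF-beta at 500 pg/mL final, and were incubated 18 hours at 37 degrees C. Viability was read by CellTiter-Glo luminescence. Media-only wells were set as complete cell-killing and DMSO as no toxicity.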
* hit, by the source's call; i = inactive; ? = inconclusive; · = no result given; & = joins results of further samples; [ ] = remark or other dose. Calls follow the shape of the dose curve; as a rule, active = well fitted curve in the direction sought with a large enough effect; inconclusive = small, poorly fitted or top-dose-only effect, or another doubt; inactive = no such curve, though single readings can be large; an effect the other way counts as inactive or inconclusive. Potency is read from the fitted curve at half-maximal effect. These rows are one share of the data; count on the stated rates, not on these rows.

Start of the data: the first 8 entries, ahead of the listing:
Structure | Nrf2 block | TGFb inhibitor | S2 tox | ATXN2 expr inh | Nrf2 activator | MCF10A rereplic | A549 viability | EPAC2 antagonist | HepG2 tox
Cc1ccc(N2C(=O)N(CC(=O)NCc3ccc(Cl)cc3)C(=O)C2C)cc1 (centres undefined) | 14% | 2% | i | 3% | -0.4% | ? | -8% | 2% | -18%
COc1ccc2[nH]cc(CCN=C(NC(=O)c3ccccc3C)Nc3nc(C)cc(C)n3)c2c1 | -17% | 0% | i | 8% | -0.1% | · | -7% | · | -3%
COc1cccc(C(=O)N=c2sc3c(C)ccc(OC)c3n2C)c1 | ? | -3% | i | 112%[activator] | 5.6% | -2% | -3% | 1% | -8%
CCCc1nc2c(nnn2Cc2ccccc2)c(=O)[nH]1 | 5% | ? | i | -6% | -0.1% | 7% | 1% | -1% | -91%
CN(Cc1ccccc1)C(=O)COC(=O)c1ccc(Br)c(S(=O)(=O)N2CCOCC2)c1 | -12% | -20% | i | -7% | 0.3% | 1% | -2% | -5% | -14%
Cc1noc2ncnc(N3CCN(c4ccc(F)cc4)CC3)c12 | 7.3µM* | 4% | i | · | -0.2% | 0% | -6% | 3% | 7%
C#CCOCCOCCOCCNc1nc(N2CCN(C(=O)Cn3cc(CCCN=C(N)N)nn3)CC2)nc(N2CCN(C(=O)[C@H](CCCCN)n3cc(CC(C)O)nn3)CC2)n1 (some centres undefined) | 5% | -39% | i | 10% | -1.2% | -17% | -5% | 6% | 2%
Cc1ccc(NC(=O)CN2C(=O)NC3(CCCCCC3)C2=O)cc1Cl | -1% | 0% | i | 7% | 3.0% | ? | -9% | 6% | -4%

All compounds of this part, previewed entries included:
Structure | Nrf2 block | TGFb inhibitor | S2 tox | ATXN2 expr inh | Nrf2 activator | MCF10A rereplic | A549 viability | EPAC2 antagonist | HepG2 tox
Cc1ccc(N2C(=O)N(CC(=O)NCc3ccc(Cl)cc3)C(=O)C2C)cc1 (centres undefined) | 14% | 2% | i | 3% | -0.4% | ? | -8% | 2% | -18%
COc1ccc2[nH]cc(CCN=C(NC(=O)c3ccccc3C)Nc3nc(C)cc(C)n3)c2c1 | -17% | 0% | i | 8% | -0.1% | · | -7% | · | -3%
COc1cccc(C(=O)N=c2sc3c(C)ccc(OC)c3n2C)c1 | ? | -3% | i | 112%[activator] | 5.6% | -2% | -3% | 1% | -8%
CCCc1nc2c(nnn2Cc2ccccc2)c(=O)[nH]1 | 5% | ? | i | -6% | -0.1% | 7% | 1% | -1% | -91%
CN(Cc1ccccc1)C(=O)COC(=O)c1ccc(Br)c(S(=O)(=O)N2CCOCC2)c1 | -12% | -20% | i | -7% | 0.3% | 1% | -2% | -5% | -14%
Cc1noc2ncnc(N3CCN(c4ccc(F)cc4)CC3)c12 | 7.3µM* | 4% | i | · | -0.2% | 0% | -6% | 3% | 7%
C#CCOCCOCCOCCNc1nc(N2CCN(C(=O)Cn3cc(CCCN=C(N)N)nn3)CC2)nc(N2CCN(C(=O)[C@H](CCCCN)n3cc(CC(C)O)nn3)CC2)n1 (some centres undefined) | 5% | -39% | i | 10% | -1.2% | -17% | -5% | 6% | 2%
Cc1ccc(NC(=O)CN2C(=O)NC3(CCCCCC3)C2=O)cc1Cl | -1% | 0% | i | 7% | 3.0% | ? | -9% | 6% | -4%
O=C(NCC(c1ccco1)N1CCN(c2ccc(F)cc2)CC1)C1CCCCC1 (centres undefined) | -20% | -19% | i | -10% | -0.3% | 2% | 0% | 2% | -15%
NC(=O)c1ccc(NC(=O)C2CCCO2)cc1 (centres undefined) | 6% | 5% | i | -12% | 0.4% | 3% | 0% | 1% | 2%
COC(=O)C1=C(C)Nc2nnnn2C1c1ccco1 (centres undefined) | 10% | -3% | i | -16% | 2.3% | -8% | 2% | 10% | 3%
OCCSc1ccc2nnc(-c3ccccc3)n2n1 | -24% | 13% | · | · | · | · | 5% | · | -2%
c1coc(-c2nc3ccccn3c2Nc2ccc3c(c2)OCCO3)c1 | 14%[9.27 µM] | -22% | ? | 0% | 8.3% | · | 1% | · | -46%
CCc1noc(C)c1C(=O)OCC(=O)Nc1c(F)cccc1F | 1% | 7% | i | 11% | 0.8% | 2% | -1% | 5% | 2%
COc1cc2nc(-c3ccccc3C)oc(=O)c2cc1OC | -12% | -15% | i | -50% | 0.3% | ? | 9% | 15% | 0%
COc1ccc(C(=O)NC(=O)CSc2nnc(-c3ccco3)n2-c2ccccc2)cc1 | 3% | -23% | i | 26% | 2.3% | 16% | -1% | 0% | 4%
Cc1cccc(NC(=O)CN2CCN(C(=O)c3cnn(Cc4ccccc4)c3)CC2)c1C | -10% | -3% | i | -4% | -2.2% | 0% | -4% | -2% | -16%
O=C(Cc1ccc(F)cc1)Nc1nc(-c2ccc(F)cc2)cs1 | ? | -26% | i | -7% | -0.3% | -1% | 0% | 3% | -19%
Cc1ccc(NC(=O)CCC(=O)c2ccccc2)cc1 | 21% | 8% | i | 9% | -0.2% | -7% | 4% | -10% | -5%
CCN(C[C@H]1N[C@@](Cc2ccccc2)(C(=O)OC)[C@H]2C(=O)N(C)C(=O)[C@@H]12)C(=O)c1ccc(C)cc1 | 7% | -18% | i | 0% | 0.3% | -16% | 9% | 21% | -10%
N#CCn1nnc(-c2ccc3c(c2)OCO3)n1 | -24% | -3% | i | 31% | 0.0% | -3% | · | 12% | 2%
Cc1cccc(NC(=O)[C@H](Cc2ccccc2)NC(=O)[C@@H]2Cc3ccccc3CN2)c1 | 4% | 7% | i | 6% | 1.9% | -2% | 1% | -5% | 8%
CCOCC(=O)Nc1ccccc1C(=O)OCC | 12% | 25% | i | 1% | -0.3% | -1% | -2% | -3% | -1%
Clc1cc2c(nn1)Nc1ccccc1S2 | -6% | -23% | i | · | 3.2% | 0% | -1% | 1% | -18%
COc1ccc(N(CC(=O)NC2CC3CCC2C3)S(=O)(=O)c2ccc(C)cc2)cc1OC (centres undefined) | ? | 2% | i | 12% | -0.3% | 13% | -3% | 3% | 15%
Cc1ccc(CCC(=O)Nc2ccc(C#N)cc2)o1 | 9% | 0% | i | · | 0.3% | 1% | -4% | 9% | -13%
O=C(Nc1sc2c(c1C(=O)N1CCCCC1)CCCC2)c1ccccc1Cl | -14% | 14% | i | -7% | 4.1% | · | 9% | · | -29%
COC(=O)C1CCN(C2CN(Cc3ccc(C)cc3)S(=O)(=O)C2)CC1 (centres undefined) | · | -1% | i | 3% | 0.1% | · | · | ? | -12%
CC(NC(=O)C(C)N1C(=O)C2C3CC(C(Br)C3Br)C2C1=O)c1ccccc1 (centres undefined) | 1% | 1% | i | 3% | 1.8% | 0% | 1% | 0% | 0%
COc1ccccc1C(=O)NCCC(=O)Nc1ccc(S(=O)(=O)N2CCCC(C)C2)cc1 (centres undefined) | ? | -5% | i | -9% | -0.6% | ? | -10% | -4% | 1%
CC(C)C[C@@H](CO)N1CCN(Cc2ccc(Br)cc2)CCC1=O | -12% | ? | i | -12% | 0.0% | -1% | -2% | 9% | -22%&-42%
O=S(=O)(Nc1cccc2ccccc12)c1ccccc1F | -22% | -3% | i | 35% | 2.3% | 2% | 2% | -10% | 12%
COc1ccccc1CNC(=O)CCc1c(C)nn(-c2ccc(N3CCCCC3)nn2)c1C | 23% | -9% | · | · | 0.2% | · | 1% | · | -2%
Cc1ccc2[nH]c3c(=O)n(N)c(C)nc3c2c1 | 9% | -11% | i | 5% | 3.9% | 31% | -4% | 0% | -14%
CC(Sc1nc2ccccc2o1)C(=O)O (centres undefined) | 16% | 0% | i | 0% | -0.3% | 0% | -2% | 7% | 3%
COc1cccc(CNC(=O)C2Cc3cc(S(=O)(=O)N4CCCCCC4)ccc3N2C(C)=O)c1 (centres undefined) | · | 2% | i | 6% | 0.0% | · | 8% | · | 7%
CN(c1ccccc1)c1nc(N)c([N+](=O)[O-])c(NC2CCCCC2)n1 | 1% | -3% | i | -4% | -0.3% | -10% | 1% | ? | 1%
COc1ccc(-c2ccc3[nH]c4c(c3c2)CCN2C[C@H]3[C@H](C)ON(C)[C@H]3C[C@@H]42)cc1 | · | -16% | ? | ? | -0.7% | · | · | -5% | -26%
CC(C)c1nnc(NC(=O)CS(=O)(=O)c2ccccc2)s1 | -13% | -7% | i | 7% | 0.3% | -2% | 1% | 10% | 4%
O=c1[nH]c(SCc2cccc(F)c2)nc2ccccc12 | ? | -27% | i | · | 2.9% | 10% | 9% | 2% | -1%
CC(=O)Nc1ccc(S(=O)(=O)N2CCSc3ccccc32)cc1 | ? | -14% | i | -22% | -0.1% | 6.5µM* | ? | -7% | -59%
O=C(O)c1ccccc1SCc1cn2cc(Cl)ccc2n1 | ? | 10% | i | -18% | 0.3% | 0% | 5% | 8% | -2%
COc1ccc(C(=O)O)cc1S(N)(=O)=O | 1% | -3% | i | -16% | -1.0% | -5% | 6% | 7% | -31%
Cc1ccc(-n2nc(C(=O)N(C)Cc3ccccc3)c3c4ccccc4n(C)c3c2=O)cc1 | 8%[9.27 µM] | ? | i | 12% | 0.4% | · | 3% | · | -27%
COc1cc2c3c(c1)/C(=C1/SC(NC(C)=O)=NC1=O)C(=O)N3C(C)(C)C=C2C | ? | -6% | i | -15% | 1.0% | 19% | ? | -8% | -23%
COc1ccc([C@H]2CC(=O)C=C(c3ccc(SC)cc3)C2)cc1OC | -21% | ? | i | 4% | -0.5% | 12% | -4% | -17% | 2%
Cc1ccccc1N1C(N)=NC(N)=NC1(C)C | · | 8% | i | -2% | -1.2% | -2% | 1% | -3% | -2%
Cc1ccc(CCNC(=O)NCc2noc3ccccc23)cc1 | 10% | 1% | i | -5% | 5.5% | · | 6% | · | -11%
CCN(CC(=O)Nc1ccc(N2CCOCC2)cc1)C(=O)COc1ccccc1OC | ? | 4% | i | -9%[11.3 µM] | 0.5% | -3% | 5% | 9% | 3%
Cc1nnc2c(NC3CCCCC3)nc3ccccc3n12 | -22% | 5% | i | · | 0.7% | 1% | 7% | 5% | 2%
NS(=O)(=O)c1ccc2nc(NC(=O)COc3ccc(Cl)cc3Cl)sc2c1 | · | 18% | ? | 2% | 6.5% | · | 0% | · | -4%

Screening results deposited in PubChem BioAssay by National Center for Advancing Translational Sciences (NCATS).
